# D2 potentiator – HTS Assay for Positive Allosteric Modulators of the Human D2 Dopamine Receptor: Primary Screen for Potentiators | D(2) dopamine receptor (Homo sapiens), P14416 | hit rate 0.34% among 340,000 | potentiation, % at 10 µM | HEK293 T-REx D2, calcium flux, EC20 dopamine potentiation;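 active means potentiation over 3 SD above the plate norm, cut at about 30% in these data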; further: 0% is about no effect
# Target sequence (P14416 whole entry, looked up): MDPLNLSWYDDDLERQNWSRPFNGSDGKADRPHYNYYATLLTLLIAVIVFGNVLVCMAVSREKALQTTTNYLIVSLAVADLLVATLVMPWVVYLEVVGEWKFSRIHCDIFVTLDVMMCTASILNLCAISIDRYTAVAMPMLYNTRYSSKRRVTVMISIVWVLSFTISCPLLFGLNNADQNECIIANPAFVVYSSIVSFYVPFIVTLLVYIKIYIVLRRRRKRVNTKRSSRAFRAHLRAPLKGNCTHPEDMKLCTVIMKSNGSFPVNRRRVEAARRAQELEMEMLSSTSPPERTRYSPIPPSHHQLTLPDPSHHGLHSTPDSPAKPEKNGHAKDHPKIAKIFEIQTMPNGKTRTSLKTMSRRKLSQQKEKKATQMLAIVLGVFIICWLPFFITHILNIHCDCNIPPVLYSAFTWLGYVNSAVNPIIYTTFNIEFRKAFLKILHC
#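 Calcium flux readout, no-wash dye, 1 read/s. Inducible HEK293 Trex D2 line, overnight 30 C. Compound alone 180 s (agonist flags), then EC20 dopamine, another 180 s to score potentiation.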
# D1 PAM – Potentiators of Human D1 Dopamine Receptor: qHTS; D(1A) dopamine receptor (Homo sapiens), P21728; HEK293 TREx D1 cells, calcium flux, dopamine EC20 potentiation; potentiation, % at 10 µM; hit rate 0.036% among 360,000; AID 504651, 2011; in the data active means potentiation above about 30%; further: 0% is about no effect
# Target sequence (P21728 whole entry, looked up): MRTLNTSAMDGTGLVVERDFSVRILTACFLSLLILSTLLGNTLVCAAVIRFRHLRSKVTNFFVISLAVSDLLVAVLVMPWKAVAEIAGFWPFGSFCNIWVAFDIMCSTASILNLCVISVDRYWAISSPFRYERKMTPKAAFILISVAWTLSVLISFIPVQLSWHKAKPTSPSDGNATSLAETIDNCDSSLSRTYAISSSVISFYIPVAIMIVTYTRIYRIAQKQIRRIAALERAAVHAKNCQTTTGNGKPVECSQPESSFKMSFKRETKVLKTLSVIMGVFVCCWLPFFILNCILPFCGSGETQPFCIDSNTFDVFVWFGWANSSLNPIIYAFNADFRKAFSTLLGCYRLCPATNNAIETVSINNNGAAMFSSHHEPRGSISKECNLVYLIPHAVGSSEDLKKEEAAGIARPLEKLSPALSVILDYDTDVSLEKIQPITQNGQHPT
# RXFP1 agonist – qHTS Assay for Agonists of the Relaxin Receptor RXFP1; Relaxin receptor 1 (Homo sapiens), Q9HBX9; HEK293T-RXFP1 cAMP TR-FRET, 30 min; response scale: percent of porcine relaxin response, buffer zero; Potency, µM (top dose mostly 57.5 µM), for inactives: at the top dose activation, actives largely listed as activators; hit rate 0.3% among 370,000; AID 2676, 2010; further: potency means the concentration at half of the fitted maximal effect; on the % scale 0 is the no-effect control and ±100 the full control effect; nearly all actives have a fitted effect of over 60% in size; many of its hits are not listed in these tables
#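 Agonist response is measured as cAMP accumulation in an RXFP1-transfected HEK293T line under PDE4 inhibition. Values are scaled between buffer-only and 29 nM porcine relaxin, and EC50s come from standard Hill equation fits.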
# TRHR enhancer – qHTS for Small Molecule Agonists and Allosteric Enhancers of Human TRH Receptor: Primary Screen for Enhancers; Thyrotropin-releasing hormone receptor (Homo sapiens), P34981; TRHR cells, fluo-8 calcium fluorescence, EC20 TRH enhancement; enhancement, % at 2 µM; hit rate 0.66% among 360,000; in the data active means enhancement above about 30%; further: 0% is about no effect
#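 Enhancer read-out: after compound pinning and an initial kinetic agonist-mode read, an EC20 of TRH (10 nM final) was injected and fluo-8 calcium signal (Ex 480/Em 530) followed at 1 s/cycle for 100 cycles in TRHR-expressing cells.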
# RXFP1 antagonist – qHTS Assay for Antagonists of the Relaxin Receptor RXFP1 | Relaxin receptor 1 (Homo sapiens), Q9HBX9 | HEK293-RXFP1, relaxin-stimulated cAMP HTRF, 30 min; active compounds read low | activity change, negative = inhibition, % at 57.5 µM | hit rate 0.59% among 350,000 | AID 1259400, 2018;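 active means activity change of -60% or lower, but not beyond a set lower limit; inconclusive means change between -60% and -40%, or beyond the set limit; inactive means change above -40%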; further: on the % scale 0 is the no-effect control and ±100 the full control effect
# TRHR ag – qHTS for Small Molecule Agonists and Allosteric Enhancers of Human TRH Receptor: Primary Screen for Agonists; Thyrotropin-releasing hormone receptor (Homo sapiens), P34981; TRHR cells, calcium flux fluo-8, FDSS agonist mode; activation, % at 2 µM; hit rate 0.18% among 360,000; AID 493084, 2011; in the data active means activation above about 30%; further: 0% is about no effect
#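 Steps: seed TRHR cells overnight; add fluo-8 no-wash Ca dye, RT 30 min–1.5 h; record 10 s baseline; pin-transfer compounds; monitor fluorescence 1 cycle/s for the agonist window. Calcium increases flag candidate agonists.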
# D1 agonist – Allosteric Agonists of the Human D1 Dopamine Receptor: qHTS. D(1A) dopamine receptor (Homo sapiens), P21728. activation, % at 2 µM. hit rate 1% among 360,000. HEK293 T-REx D1 cells, calcium flux, agonist mode; in the data active means activation above about 30%; further: 0% is about no effect
#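 Tetracycline-induced HEK293 TREx D1 cells, force-coupled to calcium signalling, were dye-loaded with a no-wash calcium kit. Compound was pin-added after a 10 s baseline. Fluorescence was read kinetically at 1 cycle/s for 180 s, with calcium rises flagged as agonism.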
# D1 antagonist – Antagonist of Human D 1 Dopamine Receptor: qHTS. D(1A) dopamine receptor (Homo sapiens), P21728. HEK293 TREx D1 cells, calcium flux, dopamine EC80; active compounds read low. activity change, negative = inhibition, % at 10 µM. hit rate 3.2% among 360,000. AID 504652, 2011; in the data active means activity change below about -30%; further: on the % scale 0 is the no-effect control and ±100 the full control effect
#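 Allosteric or orthosteric antagonism assessed as attenuation of the calcium response to EC80 dopamine, added 180 s after compound, in induced HEK293 Trex D1 cells loaded with no-wash calcium dye.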
# Apoferritin bind – qHTS Assay for Identification of Novel General Anesthetics; Potency, µM (top dose mostly 77.5 µM), without a hit: at the top dose activity change, negative = displacement, hits mostly inhibitors; Ferritin light chain (Equus caballus), P02791; AID 485281, 2010; hit rate 0.074% among 350,000; apoferritin/1-aminoanthracene competitive binding, fluorescence; further: potency means the concentration at half of the fitted maximal effect; on the % scale 0 is the no-effect control and ±100 the full control effect; nearly all actives have a fitted effect of over 20% in size
# Target sequence (P02791 2-175 limits assumed): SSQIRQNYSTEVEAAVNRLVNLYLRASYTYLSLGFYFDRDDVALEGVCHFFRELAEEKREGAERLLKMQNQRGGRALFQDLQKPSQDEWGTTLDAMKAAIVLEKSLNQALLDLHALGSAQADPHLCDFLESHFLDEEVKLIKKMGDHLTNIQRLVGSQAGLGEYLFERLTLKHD
#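 Read-out: endpoint 1-AMA fluorescence, excitation 380 nm and emission 535 nm, after compounds sit 10 min at room temperature with 10 uM horse-spleen apoferritin in 50% saturated 1-AMA/PBS. Values come from four-parameter Hill fits.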
# Starred values were filed as active, the others as inactive; ? = inconclusive; / = no result given; & = joins results of further samples; [ ] = another dose, or the depositor's remark. Unless noted, the call rests on the fitted dose curve; in most records, active means well fitted curve in the direction sought with a large enough effect; inconclusive means small, poorly fitted or top-dose-only effect, or another doubt; inactive means no such curve, though single readings can be large; an effect the other way counts as inactive or inconclusive. Not all compounds are listed, so the mix of outcomes need not match the whole.
SMILES,D2 potentiator,D1 PAM,RXFP1 agonist,TRHR enhancer,RXFP1 antagonist,TRHR ag,D1 agonist,D1 antagonist,Apoferritin bind
CCOCCn1c(SCC(=O)OCc2ccccc2)nc2c1c(=O)[nH]c(=O)n2C,-4,-5,0.0%,11,-9,-0.4,1,5,-7%
CCCNCc1cc(OC)c(OCCC)cc1Cl,3,-3,-0.6%,-2,1,-0.8,11,4,11%
COc1ccccc1/C=C/C=N/N1CCN(Cc2ccccc2)CC1,-14,-9,1.4%,-1,8,-0.5,2,-9,-14%
CC(C)C[C@@H]1NC(=O)[C@H](C(C)C)NC(=O)c2cc([N+](=O)[O-])cc(I)c2NCC[C@@H](C(N)=O)NC1=O,1,-1,0.7%,-2,/,0.3,-1,-10,?
COc1ccc(CCNC(=O)/C=C/C(=O)O)cc1,-5,6,5.5%,-2,-11,-0.2,4,-11,-16%
Cc1ccc(NC(=O)CCS(=O)(=O)c2cc3c4c(c2)CCN4C(=O)CC3)c(C)c1,3,-4,1.2%,-1,/,-0.3,4,-8,-6%
COc1ccc(C2CC(c3ccc(OC)cc3)n3nc(NC(=O)c4ccco4)nc3N2)cc1 (centres undefined),0,5,0.3%,3,-18,0.3,5,41,?
Cc1cc(NC(=O)C2CC(c3cccc(Br)c3)=NO2)no1 (centres undefined),13,-4,0.8%,15,4,-1.0,3,13,?
O=C(CSc1nnnn1Cc1ccccc1)Nc1cccc(F)c1,-1,-4,2.3%,1,7,0.0,5,-8,-4%
Cn1c(=O)[nH]c(=O)c2c1nc(Br)n2C/C=N/NC(N)=S,-10,1,16%,-2,/,0.2,1,2,0%
Cc1cccn2cc(-c3cccc(S(=O)(=O)N4CCCCC4)c3)nc12,16,-2,1.5%,14,-4,-1.6,5,8,-8%
CCOCCOC(=O)c1[nH]c2c(c1C)C(=O)CC(c1cc(OC)c(OC)c(OC)c1)C2 (centres undefined),6,0,1.2%,1,-8,-0.8,1,5,-5%
COc1ccc(C(C)=O)cc1CSc1nc2ccccc2o1,2,-1,1.8%,8,-4,0.0,4,-8,-14%
COc1ccc(C(=O)CC2SC(N)=NC2=O)cc1 (centres undefined),14,6,3.5%,5,-3,0.9,3,-2,-5%
CCOCCCNC(=O)C1(O)c2cc(Br)ccc2NC(=O)N1c1cccc(OC)c1 (centres undefined),1,-5,29%,9,-5,1.4,2,-6,-10%
COc1ccc(S(=O)(=O)N(CCc2ccccc2)CC(=O)Nc2cc(C)cc(C)c2)cc1OC,2,1,0.5%,3,/,-0.5,7,-36*,52%[activator]
Cc1ccc(S(C)(=O)=O)cc1C(=O)OCC(=O)N1CCCC1=O,0,-11,1.4%,3,9,0.2,2,-9,/
COc1cc(/C=C/c2noc(-c3ccccc3O)n2)cc(OC)c1OC,1,-3,4.5%,-9,29,0.5,7,5,-13%
NC(=O)c1nsc(C(=O)N(c2ccccc2)C(C(=O)NCC2CCCO2)c2ccc3ncccc3c2)c1N (centres undefined),6,-2,4.4%,-4,1,-0.4,-1,4,-6%
Fc1ccc(-c2ccc(CNCCSc3nnnn3-c3ccccc3)o2)cc1,-22,2,3.9%,2,-9,-0.6,34*,7,-8%

# D1 antagonist, entries above that show a hit.
canonical_smiles	D2 potentiator	D1 PAM	RXFP1 agonist	TRHR enhancer	RXFP1 antagonist	D1 agonist	D1 antagonist	Apoferritin bind
COc1ccc(S(=O)(=O)N(CCc2ccccc2)CC(=O)Nc2cc(C)cc(C)c2)cc1OC	2	1	0.5%	3	/	7	-36*	52%[activator]

# The listing picks up, repeating the three entries before the break.
SMILES,D2 potentiator,D1 PAM,RXFP1 agonist,TRHR enhancer,RXFP1 antagonist,TRHR ag,D1 agonist,D1 antagonist,Apoferritin bind
COc1cc(/C=C/c2noc(-c3ccccc3O)n2)cc(OC)c1OC,1,-3,4.5%,-9,29,0.5,7,5,-13%
NC(=O)c1nsc(C(=O)N(c2ccccc2)C(C(=O)NCC2CCCO2)c2ccc3ncccc3c2)c1N (centres undefined),6,-2,4.4%,-4,1,-0.4,-1,4,-6%
Fc1ccc(-c2ccc(CNCCSc3nnnn3-c3ccccc3)o2)cc1,-22,2,3.9%,2,-9,-0.6,34*,7,-8%
O=C(O)CC1c2ccccc2CCN1S(=O)(=O)c1ccc(F)cc1 (centres undefined),5,9,1.9%,0,3,-0.9,9,-5,-10%
COc1cccc(N2C(=O)C(CC(=O)Nc3ccccc3)N(C3CCCCC3)C2=O)c1 (centres undefined),-14,3,1.4%,0,-7,0.5,4,14,?
O=C(CN1C(=O)COc2ccccc21)N(Cc1ccccc1)Cc1ccccn1,2,-7,-1.8%,3,-7,-0.6,1,-12,-11%
COc1cccc(NC(=O)Cn2c3ccc(F)cc3c3nc4n(c(=O)c32)CCCS4)c1,-6,-3,6.0%,-8,-7,-0.1,3,11,-8%
Cc1cccc(C(=O)NC(=S)Nc2ccc(N3CCOCC3)cc2)c1,7,-6,-0.2%,2,-3,0.3,8,2,-10%
COc1ccc(NC(=O)C2CCCCN2S(=O)(=O)c2ccc(F)cc2)cc1 (centres undefined),12,5,3.1%,8,10,-0.3,0,-14,-9%
COc1ccc(CNC(=O)[C@H](C)NC(=O)C2CC(=O)N(c3ccc(OC)cc3)C2)cc1 (some centres undefined),-4,-6,0.4%,-1,-3,0.2,2,16,1%
O=C(CCCn1c(=O)c2ccccc2n(Cc2cccc(Cl)c2)c1=O)NCCc1ccc(Cl)cc1,/,-1,16%,-12,-4,2.0,9,7,64%[activator]
CC(=O)Nc1ccc(NC(=O)CSc2nnnn2C2CCCCC2)cc1,6,-1,-1.9%,-2,-2,0.1,1,-3,/
COc1ccc(NC(=O)CSc2nnc(-c3ccccc3)n2Cc2ccco2)cc1OC,/,-1,0.7%,-4,5,0.5,3,-7,?
CC(C)CCNC(=O)C1CCN(S(=O)(=O)c2cccc3nsnc23)CC1,-7,3,1.6%,2,/,-0.7,0,-5,-7%
COc1ccc(-n2c(C)cc(C(=O)CN3C(=O)NC4(CCc5ccccc54)C3=O)c2C)cc1 (centres undefined),6,-5,2.8%,5,-3,-0.8,4,-9,?
COc1ccc(OC)c(NC(=O)Cn2cc(C#N)c3ccccc32)c1,-10,-1,2.5%,-5,-14,-0.3,2,13,1%
CCOc1ccc(-c2noc(CCCC(=O)NCC3CCCO3)n2)cc1OC (centres undefined),13,4,0.6%,9,2,-0.1,-1,19,-5%
Cn1ccnc1SCC(=O)c1ccc([N+](=O)[O-])cc1,16,-6,1.0%,-2,-12,0.0,1,7,-17%
COc1ccc(/C=C/C(=O)OCC(=O)Nc2cccc(Oc3ccccc3)c2)c(OC)c1,10,-2,0.9%,4,-14,1.1,10,-17,3%
CC(=O)c1cccc(N(C(=O)c2csnn2)C(C(=O)NC2CCCC2)c2ccccc2)c1 (centres undefined),-4,/,2.3%,-4,-80*,1.2,3,13,4%
Cc1cc(C)c(NC(=O)Cn2nnc(C(=O)NCc3cccs3)c2N)c(C)c1,5,3,-0.2%&1.2%,2,-7&-3,0.6,4,-6,5%&-6%
CCOC(=O)C(CC)n1cnc2c(nnn2-c2cccc(OC)c2)c1=O (centres undefined),0,0,4.9%,3,-15,-1.2,5,-4,-14%
Cc1ccc(NC(=O)COC(=O)COc2ccc(Cl)cc2C)c([N+](=O)[O-])c1,-5,-11,-0.6%,-4,-9,0.5,4,-18,1%
CCc1noc(C)c1C(=O)N1CCN(S(=O)(=O)c2ccc(Br)cc2)CC1,-9,-7,0.4%,0,-5,-0.6,-3,-72*,/
O=C(O)CC(NC(=O)C12CC3CC(CC(C3)C1)C2)c1cccc(Cl)c1 (centres undefined),1,2,6.3%,-1,5,0.2,1,0,1%
O=C(CSc1cccc[n+]1[O-])NCCCc1ccccc1,-4,-1,-0.9%,-1,3,0.8,1,-6,-6%
Cc1csc2c(N(C)CCO)ncnc12,13,0,4.9%,9,-5,-1.1,2,17,3%
CCOC(=O)c1csc(NC(=O)CSc2nnnn2-c2cccc(OC)c2)n1,-9,-6,-1.1%,3,-5,6.6,22,13,-11%
Cc1ccc(NC(=O)Cn2nnnc2-c2ccccc2N)cc1,-1,4,1.0%,-16,-10,0.1,-1,29,-9%
COc1cc(-n2c(C)nc3cc(C(=O)NCCN4CCOCC4)ccc32)cc(OC)c1OC,9,-4,2.0%,2,/,0.4,0,11,-5%
Cn1nc(-c2ccccc2)c(-c2nc(-c3cccc(Cl)c3)no2)c1Cl,-1,1,1.3%,-7,-1,0.5,1,-4,-17%
COc1ccc(-c2cc(C(F)(F)F)n3nc(C(=O)NCc4ccco4)cc3n2)cc1,16,0,3.3%,12,-5,-0.4,0,-6,50%[activator]
COC(=O)c1cc(C)nc2c1c(=O)nc(SCc1ccccc1C)n2C1CC1,14,5,2.6%,7,-31,-0.4,0,3,-22%
[O-]/[N+](=C/c1cccnc1)c1ccc(Br)cc1,2,2,-2.6%,-5,1,0.0,1,4,2%
CCOc1ccc(NC(=O)CN2C(=O)C3CC=CCC3C2=O)cc1 (centres undefined),0,2,-1.8%,0,2,-0.5,1,-4,38%[activator]
COc1ccccc1CNC(=O)CN1CCC(NC(=O)c2ccccc2F)CC1,8,16,0.4%,4,6,-0.2,0,3,-7%
Cc1ccc(NC(=O)c2sc3nc(N4CCOCC4)c4c(c3c2N)CC(C)(C)OC4)cc1,-20,1,5.2%,-10,10,8.9,4,4,-3%
CCCCN(CC)CCNC(=O)c1[nH]c(C)c(C(C)=O)c1C,2,-7,-1.1%,11,-5,0.7,3,2,-9%
CCc1nnc(SC(CC)C(=O)NCCOC)c2cc3occc3n12 (centres undefined),-2,-1,?,1,4,-0.9,1,-13,59%[activator]
